PhoP GFP inhibition: Inhibition of PhoP regulon, Salmonella typhi GFP reporter cells, confirmation, 4 h (AID 1850) | Salmonella Typhi PhoP-promoter GFP reporter, fluorescence, 4 h; higher % means a stronger effect | inhibition, % at 50 µM, or IC50 in µM where a hit was titrated | 310,000 tested, 0.33% active; in the data active = a potency from the dose series; inconclusive = inhibition mostly from about 25% at the one dose, without a potency; inactive = the rest, 99 in 100 with inhibition below about 19%;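 note: 0% = induced wells with vehicle and 100% = uninduced wells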
M. tuberculosis: growth inhibition of non-replicating M. tuberculosis (AID 488890). 320,000 tested, 0.39% active. Mycobacterium tuberculosis non-replicating, growth inhibition; higher % means a stronger effect. inhibition, % at 25 µM, or IC50 in µM where a hit was titrated; in the data active = a potency from the dose series; inconclusive = inhibition mostly from about 82% at the one dose, without a potency; inactive = the rest, 99 in 100 with inhibition below about 76%;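 note: plate controls were DMSO cells for no effect and high antibiotic wells for full effect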
H1N1 NS1A inhibition: NS1A inhibition, H1N1 influenza, cell based functional assay (AID 504329); NS1A functional cell-based assay, percent inhibition; higher % means a stronger effect; one-dose inhibition, % at 12.5 µM; IC50 in µM for titrated hits; 340,000 tested, 0.3% active; in the data active = a potency from the dose series; inconclusive = inhibition above about 27% without an active follow-up result; note: strong numbers were not always called active
H37Rv inhibition: M. tuberculosis growth inhibition, HTS (AID 449762); M. tuberculosis H37Rv growth inhibition, 7H9 media; higher % means a stronger effect; inhibition, % at 25 µM, or IC50 in µM where a hit was titrated; 330,000 tested, 0.59% active; in the data active = a potency from the dose series; inconclusive = inhibition above about 70% without an active follow-up result;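 note: bacterial growth assessed after seven days of incubation; strong numbers were not always called active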
inhibitors of VEEV: inhibitors of VEEV TC-83 cytopathic effect, confirmation, Vero cells (AID 588727); one-dose inhibition, % at 20 µM; IC50 in µM for titrated hits; 350,000 tested, 0.13% active; Vero cells, VEEV TC-83 cytopathic effect inhibition; higher % means a stronger effect; in the data active = a potency from the dose series; inconclusive = inhibition mostly from about 14% at the one dose, without a potency; inactive = the rest, 99 in 100 with inhibition below about 12%; note: strong numbers were not always called active
inhibitors of VEEV 10K pilot screen: further read-out of inhibitors of VEEV, marked with its call; inhibition, %; measured here: 10K pilot screen inhibition
* marks the source's active call; other numbers are inactive results; i = inactive; ? = inconclusive; nt = no result given. Compounds as they come; 1.5% or so of the library scored in one or more.

SMILES | PhoP GFP inhibition | M. tuberculosis | H1N1 NS1A inhibition | H37Rv inhibition | inhibitors of VEEV | others
COCCn1c(CN2CCC(Cc3ccccc3)CC2)nc2c1c(=O)n(C)c(=O)n2C | 12% | 12% | -4% | 0% | 2.6%
O=C(NNC(=O)c1ccncc1)Nc1ccc(Cl)cc1 | nt | nt | -2% | nt | 0.8%
Cc1cccc(N2CN(Cc3ccco3)CNC2=S)c1C | -7% | 17% | 10% | 3% | 1.2%
CC1CN(C(=O)COC(=O)/C=C/c2ccc(C(F)(F)F)cc2)CC(C)O1 (centres undefined) | nt | 59% | -12% | 0% | 0.3%
CCOC(=O)C1(c2ccccc2)CCN(CCC(=O)Nc2ccc(F)cc2)CC1 | nt | 13% | -5% | 7% | 0.7%
O=C(Nc1nnc(C2=COCCO2)o1)c1cccc(F)c1 | -4% | ? | -7% | ? | 4.3%
CCOc1ccc(S(=O)(=O)N2CCC(C(=O)NCc3ccccc3CN3CCCC3)CC2)cc1 | nt | 19% | -6% | -3% | 1.7%
Brc1cccc(-c2nnc3sc(CN4CCC5(CC4)OCCO5)cn23)c1 | 0% | -8% | 0% | 0% | 1.3%
O=C(N/N=C/c1ccco1)c1cc(-c2ccc(Cl)s2)[nH]n1 | -14% | 30% | -4% | 6% | i
O=C(CNC1=NCCC1)c1ccc2c(c1)OCCO2 | 8% | -28% | -4% | 0% | 2.4%
O=C(Cc1csc(Nc2nc(=S)[nH]c3ccccc23)n1)NCc1ccc(Cl)cc1 | -7% | -5% | 0% | 36% | i
Cc1cccc(OCc2nc(C#N)c(NCc3ccc4c(c3)OCO4)o2)c1 | 10% | 55% | -2% | -1% | 4.2%
Cc1ccc(C)c(-n2nnnc2SCC(=O)Nc2c(C)n(C)n(-c3ccccc3)c2=O)c1 | 0% | -10% | -1% | 4% | i
CCOc1ccc(NC(=S)N(CCOC)C2CCN(C(C)C)CC2)cc1 | -3% | 12% | -16% | -4% | 1.3%
CCC(=O)OC1(c2ccccc2)C(C)CN(C)CC1C (centres undefined) | -7% | -4% | -4% | 1% | 1.7%
CCCNC(=O)CN1C(=O)NC(c2ccccc2)(c2ccccc2)C1=O | 7% | -5% | 7% | 4% | 2.3%
CCCCN(C)CCCNC(=O)c1cn(C)c2ccc(S(=O)(=O)N(C)C3CCCCC3)cc2c1=O | -4% | 10% | -2% | -9% | 3.0%
N=C1C(=O)OCC1c1ccccc1NC(=O)CN1CCOCC1 (centres undefined) | 8% | 7% | 15% | 2% | 0.3%
Cc1ccc(C)c(NC(=S)NCc2ccc3[nH]c4c(c3c2)CCCC4)c1 | -6% | ? | 5% | 2% | 3.0%
CCOc1ccc(Nc2nc3c(c(=O)[nH]2)CCC3)cc1 | 5% | 5% | -21% | 9% | 2.5%
COC(=O)NNC(=O)c1cccc(C)c1 | -2% | nt | 0% | nt | i
CCOC(=O)N1CCN(c2nc(C)c3c(n2)CCCC3=O)CC1 | 14% | 13% | -1% | 11% | 1.4%
CC(NCCN(C)C)C1CCC2C3CCc4cc(O)ccc4C3CCC12C (centres undefined) | nt | nt | 11% | nt | 6.4%
C=CCn1c(SCc2ccc(C#N)cc2)nnc1-c1ccccc1 | -12% | 7% | 0% | 0% | 2.3%
Cc1occc1C(=O)N1CCCC(Nc2ccc(F)c(F)c2)C1 (centres undefined) | -3% | -1% | -13% | -5% | 1.4%
COc1ccc(C(O)(C(=O)NNc2ccc(C)cc2)c2cccs2)cc1 (centres undefined) | 3% | ? | -3% | -1% | 0.2%
CCC1CCCCN1C(=O)c1c[nH]c2ccc(S(=O)(=O)N(C)c3ccc(Cl)cc3)cc2c1=O (centres undefined) | 1% | 16% | -4% | 6% | 5.8%
CC(=O)Nc1ccc(NC(=O)CSc2ccc3nnc(-c4cccnc4)n3n2)cc1 | 3% | -8% | -8% | -17% | 5.5%
Clc1ccc2c(c1)Nc1ccccc1CC2 | -6% | -22% | -1% | 1% | 10%
CC(NC(=O)C1CCC(CNS(=O)(=O)c2ccccc2)CC1)c1ccccc1 (centres undefined) | -15% | -1% | 1% | 1% | 1.5%
Cc1cc(C)c2nc(Cl)c(Cl)nc2c1 | -6% | -11% | -1% | 7% | 0.1%
Cc1nc2cc(NS(=O)(=O)c3ccc(Br)cc3)ccc2n1C | -3% | 5% | -8% | -1% | 3.4%
C=CCc1ccccc1OCC(=O)NNC(=S)NCc1ccccc1 | -9% | 1% | -4% | -2% | 5.8%
CN(C(=O)CN1C(=O)S/C(=C\c2ccccc2Cl)C1=O)C1CCS(=O)(=O)C1 (centres undefined) | -12% | -6% | 1% | -2% | 2.8%
C/C(N)=C(/C#N)C(=O)CSc1nncn1-c1ccccc1 | 2% | -12% | -1% | -7% | 1.1%
Cn1c(=O)c(C(=O)COC(=O)c2cc(-c3ccco3)nc3ccccc23)c(N)n(CC2CC2)c1=O | 11% | 56% | nt | 6% | nt
O=C(NNc1nc2c(F)cc(F)cc2s1)c1ccccc1 | -3% | -2% | -9% | 3% | 1.4%
Cc1cc(S(=O)(=O)c2cc3ccc(O)c(C)c3oc2=O)ccc1F | -10% | 26% | -7% | -6% | 2.6%
COCCN(C(=O)COC(=O)CNC(=O)c1cccs1)c1c(N)n(Cc2ccccc2)c(=O)[nH]c1=O | -4% | -2% | -7% | -2% | 2.0%
CC1(C)C(=O)Nc2ccccc2N1C(=O)COc1ccc(C#N)cc1 | nt | 30% | -3% | -3% | 4.6%
CCOc1ccc(NC(=O)c2cc3c(=O)n(C)c4ccccc4c3n2C)cc1 | -10% | 3% | 1% | -5% | 0.7%
O=C1C(=O)N(CCCn2ccnc2)C(c2cccc(Br)c2)/C1=C(\O)c1ccc2c(c1)OCCO2 (centres undefined) | 9% | -2% | 6% | -2% | 0.9%
O=C(CCN1CCN(c2ccccc2F)CC1)Nc1ccc2c(c1)OCO2 | -12% | -7% | -15% | 1% | 0.1%
COc1ccc(N=c2cc(-c3ccc(O)cc3)oc3ccccc23)cc1 | -12% | 18% | 12% | 22µM* | 6.4%
CC(c1ccccc1)N1C(=O)CC(Sc2ncccc2C(=O)O)C1=O (centres undefined) | -17% | 47% | -28% | -3% | i
CCC(C)c1ccccc1N1CC(C(=O)NCCCn2nc(C)cc2C)CC1=O (centres undefined) | nt | 6% | -13% | 1% | 0.6%
O=C(CSCc1ccccc1)Nc1ccccc1 | -6% | ? | -7% | 11% | 0.4%
Cn1c(=O)oc2cc(S(=O)(=O)N3CCCC(C(=O)NCCN4CCOCC4)C3)ccc21 (centres undefined) | 8% | nt | 3% | -10% | 2.0%
COc1ccccc1NC(=O)Nc1cc(F)ccc1F | -11% | 21% | 1% | -3% | 0.1% | inhibitors of VEEV 10K pilot screen=0.5
O=C(NCCNCc1ccc(F)cc1)c1ccco1 | -2% | -5% | 1% | -3% | 0.6% | inhibitors of VEEV 10K pilot screen=1.4
Further results follow:
SMILES | PhoP GFP inhibition | M. tuberculosis | H1N1 NS1A inhibition | H37Rv inhibition | inhibitors of VEEV | others
COC(=O)/C(C#N)=C/c1occc1C | -3% | -13% | 18% | 3% | 0.4%
COCCn1c(=S)[nH]c2cc(C(=O)N3CCN(Cc4ccc5c(c4)OCO5)CC3)ccc2c1=O | 13% | 57% | 7% | 6% | i
CCCCNC(=O)COc1ccccc1C(=O)c1cc(C#N)c(=O)n(CCOC)c1 | -7% | 6% | -2% | -5% | i
Cc1ccc(S(=O)(=O)N2CCOCC2)cc1NC(=O)c1cc(-c2ccccn2)nc2ccccc12 | 2% | 9% | 7% | 5% | 7.9%
COc1cc(C(=O)NCC(=O)NCCCSc2ccccc2)cc(OC)c1OC | nt | -2% | -5% | 5% | 1.9%
C=CCn1c(=O)[nH]c2cc(C(=O)N3CCN(c4ccc(C(C)=O)cc4)CC3)ccc2c1=O | -4% | 44% | -5% | 5% | i
CCN1C(=O)[C@@H]2Cc3c([nH]c4ccccc34)C(c3ccc(OC)cc3)N2C1=S (some centres undefined) | -51% | 21% | -23% | 60% | ?
COc1ccc(NC(=O)C23CC4CC(C2)CC(n2cnc(Br)n2)(C4)C3)cc1Cl | 10% | 13% | 22% | 9% | i
CCOC(=O)N1CCc2c(sc3c2c(=O)n(Cc2ccccc2)c(=O)n3Cc2cccc(C)c2)C1 | -5% | nt | 1% | -13% | 4.2%
COC(=O)CSc1snnc1-c1ccc(F)cc1 | -9% | -6% | -10% | ? | 1.7%
Nc1nc(-c2ccc(Cl)cc2)nn1C(=O)c1ccco1 | 0% | -8% | -1% | 5% | 2.0%
CC(OC(=O)C1CCCC1)C(=O)Nc1ccc(C(N)=O)cc1 (centres undefined) | 0% | -8% | -5% | 0% | 0.5%
Nc1cc(N)nc(SCC(=O)Nc2cc(S(=O)(=O)N3CCOCC3)ccc2Cl)n1 | -10% | -1% | 16% | -6% | 7.4%
CCN1CCN(CCCOc2ccc(-c3ccccc3)cc2)CC1 | 2% | 56% | nt | 11% | nt
C#CCOCCOCCOCCNc1nc(N2CCN(C(=O)[C@H]([C@@H](C)CC)n3cc([C@@H](N)CC(C)C)nn3)CC2)nc(N2CCN(C(=O)[C@H]([C@@H](C)CC)n3cc([C@@H](N)CC(C)C)nn3)CC2)n1 | 8% | 52% | 6% | 1% | 2.3%
Cc1ccc(C(=O)CC2(O)C(=O)N(CCc3ccccc3)c3ccc(Br)cc32)o1 (centres undefined) | -6% | 20% | 5% | -4% | ?
CCCOc1ccc(-c2c(C(=O)N/N=C(\C)COc3ccccc3)nnn2-c2nonc2N)cc1 | -4% | 26% | 4% | -5% | 5.5%
CC1(C(=O)O)CCC(C(=O)NC2CCCCC2)C1(C)C (centres undefined) | -9% | -8% | -11% | 3% | 0.4%
C=CCC[C@@H](Cc1ccc(F)cc1)C(=O)OC[C@H]1CCCN1C(=O)[C@@H](CC=C)CC(=O)N[C@H](CO)Cc1ccccc1 | nt | 35% | 1% | 6% | i
COC(=O)CCN1CCN(S(=O)(=O)c2ccccc2Br)CC1 | 7% | -21% | 0% | 5% | 0.1%
Cc1nn2c(Nc3ccccc3)c3c(nc2c1-c1ccccc1)CCC3 | -3% | -2% | -11% | -6% | 0.4%
O=C(O)COc1ccccc1/C=C1\C(=O)Nc2ccc(Br)cc21 | 9% | -5% | -21% | -1% | 0.1%
Cc1ccc(S(=O)(=O)N/N=C/c2ccc(OCC(=O)Nc3ccccc3Cl)cc2)cc1 | 9% | 65% | -4% | 5% | 2.5%
c1cncc(-c2nc(NCCCN3CCOCC3)c3c4c(sc3n2)CCC4)c1 | 15% | 47% | -6% | 6% | 11%
O=C(O)CCC(=O)Nc1ccccc1C(=O)NCCc1ccccc1 | -9% | 12% | 11% | 5% | 0.7%
